Bioassay records from PubChem BioAssay.
SENP8 block-1: SENP8 (human) protease inhibition | Q96LD8 | recombinant SENP8, Nedd8 substrate fluorescence | inhibition, % at 20 µM | hit rate 0.64% among 360,000 | AID 602440; in the data active = inhibition mostly above about 40%, no sharp cut-off; inactive = mostly below about 27%
SENP7 block: SENP7 protease inhibition; hit rate 1.5% among 330,000; inhibition, % at 5 µM; recombinant SENP7, Z-RLRGG-aminoluciferin luminescence, 40 min; Q9BQF6;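 active = inhibition above about 50% at the single test dose, limit read from the data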;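 also: plate controls were DMSO with enzyme for no effect and no enzyme buffer wells for full effect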
SENP8 block-2: SENP8 protease inhibition | purified SENP8, Z-RLRGG-aminoluciferin cleavage, luminescence | hit rate 1.2% among 330,000 | inhibition, % at 10 µM | Q96LD8 | AID 2540; in the data active = inhibition above about 50%
SENP1 inh: blocks the human SENP1 SUMO protease catalytic domain | recombinant SENP1 catalytic domain, CyPet-SUMO1-YPet FRET cleavage | AID 624204 | Q9P0U3 | hit rate 0.21% among 360,000 | inhibition, % at 10 µM;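 active = inhibition at least 30% at 10 µM, raw YFP signal under a set limit, fluorescence ratio 0.5 to 1.5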;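 also: 0% = enzyme with DMSO and 100% = no enzyme wells; some results filed as inactive read as strong as hits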
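Material: hSENP1 catalytic domain, recombinant; medium: Tris pH 8 with BME, BSA, NP40 and catalase; compound: single concentration of 10 µM compound, 0.5% DMSO final; technique: FRET read of cyan and yellow fluorescence; timing: 50 min enzyme reaction, room temperature, light-protected; reagent: SFCypet-SUMO1-SFYpet substrate at 25 nM; control set: no-enzyme low, enzyme-DMSO high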
HKDC1 inh: inhibitors of human hexokinase HKDC1; hit rate 0.16% among 340,000; inhibition, % at 20 µM; recombinant HKDC1, G6PDH/diaphorase resazurin coupled fluorescence;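 active = inhibition above about 35% when tested at 20 µM, limit read from the data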;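 also: plate controls were DMSO wells with enzyme for no effect and DMSO wells lacking enzyme for full effect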
Target sequence (Q2TB90 whole entry, looked up): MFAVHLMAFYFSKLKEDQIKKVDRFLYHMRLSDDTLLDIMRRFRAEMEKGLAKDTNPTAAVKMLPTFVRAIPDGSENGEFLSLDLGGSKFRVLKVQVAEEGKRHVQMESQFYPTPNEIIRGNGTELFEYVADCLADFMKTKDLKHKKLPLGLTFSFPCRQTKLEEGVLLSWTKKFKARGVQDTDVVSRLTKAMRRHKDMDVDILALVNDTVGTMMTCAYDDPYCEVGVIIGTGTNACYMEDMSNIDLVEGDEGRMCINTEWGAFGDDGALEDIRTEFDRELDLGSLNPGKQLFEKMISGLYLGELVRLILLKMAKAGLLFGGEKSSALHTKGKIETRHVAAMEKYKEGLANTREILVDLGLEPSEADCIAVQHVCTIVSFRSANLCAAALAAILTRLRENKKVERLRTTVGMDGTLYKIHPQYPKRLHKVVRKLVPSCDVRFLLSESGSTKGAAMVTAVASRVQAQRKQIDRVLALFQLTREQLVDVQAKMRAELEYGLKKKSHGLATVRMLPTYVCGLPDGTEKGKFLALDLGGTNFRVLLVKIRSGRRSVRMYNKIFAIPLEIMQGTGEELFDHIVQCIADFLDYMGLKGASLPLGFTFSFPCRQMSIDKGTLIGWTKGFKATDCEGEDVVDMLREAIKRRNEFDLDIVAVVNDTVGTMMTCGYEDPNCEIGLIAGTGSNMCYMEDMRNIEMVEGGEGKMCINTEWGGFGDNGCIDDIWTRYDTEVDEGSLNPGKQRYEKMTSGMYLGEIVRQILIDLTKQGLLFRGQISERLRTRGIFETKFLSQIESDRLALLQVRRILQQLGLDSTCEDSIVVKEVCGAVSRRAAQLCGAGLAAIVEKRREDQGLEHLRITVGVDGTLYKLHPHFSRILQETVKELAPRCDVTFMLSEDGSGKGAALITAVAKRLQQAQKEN
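Material: recombinant HKDC1 hexokinase; Amount: HKDC1 at 5 µg/mL; Medium: Tris pH 8.0 buffer with MgCl2, Tween-20, BSA, BME; Schedule: 90 min reaction incubation at room temperature, dark; Technique: coupled resazurin fluorescence, excitation 525 nm, emission 613 nm.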
Apaf-1 inh: inhibitors of human Apaf-1 apoptosome | O14727 | reconstituted apoptosome caspase-3 activity, DEVD-Rh110 fluorescence | inhibition, % at 20 µM | hit rate 0.71% among 330,000; active = inhibition of at least 40% at 20 µM;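 also: plate controls were DMSO wells for no effect and DEVD-CHO caspase inhibitor wells for full effect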
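System: Apoptosome proteins | Medium: Hepes pH 7.5 with detergent and BSA | Also added: Cytochrome c trigger plus (Z-DEVD)2-Rh110 caspase-3 substrate | Incubation: 30 min compound preincubation, 50 min activation, room temperature | Detection: Rhodamine 110 fluorescence at Ex 480/Em 540 nm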
PfGluPho inh: PfG6PD (Plasmodium falciparum) enzyme inhibition. hit rate 0.78% among 350,000. inhibition, % at 20 µM. PfGluPho enzyme, NADPH resazurin-diaphorase fluorescence. AID 504690;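 active = inhibition reaching at least a set limit at 20 µM in the primary screen, cut at about 59% in these data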;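 also: 0% = DMSO wells with substrate and 100% = DMSO wells lacking glucose-6-phosphate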
SENP6 inh: inhibitors of human SENP6 protease. Recombinant SENP6 catalytic domain, aminoluciferin luminescence. inhibition, % at 10 µM. hit rate 1.8% among 330,000;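 active = inhibition above about 50% at the single tested dose, limit read from the data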;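 also: plate controls were DMSO wells with enzyme for no effect and DMSO wells lacking enzyme for full effect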
Numbers without * were called inactive; i = inactive; / = no result given.

SMILES | SENP8 block-1 | SENP7 block | SENP8 block-2 | SENP1 inh | HKDC1 inh | Apaf-1 inh | PfGluPho inh | SENP6 inh
COc1cccc(-c2ccc(SCC(=O)NC3CCCCC3)nn2)c1 | 8 | -4 | -9 | 2 | -1 | -1 | 5 | 1
COc1ccc(NC(=O)CN(C)C(=O)c2ccc3c(c2)S(=O)(=O)N=C2CCCCCN23)cc1 | 5 | -3 | -1 | 0 | -3 | -2 | 8 | -12
CCOC(=O)CN1C(=O)N[C@@H](c2cccc(C(F)(F)F)c2)C(C(=O)OC)=C1C | 23 | 4 | -2 | 4 | -4 | -4 | 8 | -2
O=C(NCC1CC1)c1cccc2c1C(=O)c1ccc(-c3ccc(OC(F)(F)F)cc3)cc1S2(=O)=O | 6 | -7 | -11 | 1 | -8 | 10 | -4 | -19
CCCC(=O)c1c(NCCO)cc(C)oc1=O | 28 | 5 | 0 | 3 | -8 | 3 | -9 | -1
NC(=O)Cn1cc(C(=O)C(=O)N2CCOCC2)c2ccccc21 | 1 | 3 | -1 | 0 | -4 | -1 | -2 | 2
O=C(Nc1cccc(S(=O)(=O)Nc2ccccc2F)c1)c1ccc2ccccc2n1 | 19 | 2 | -8 | 1 | -20 | 21 | 76* | -36
CN1C(=O)S/C(=C\c2ccccc2OCc2ccc(C(=O)O)cc2)C1=O | -28 | 6 | -1 | 2 | -1 | 6 | -8 | 1
COc1c(C)cc(C(=O)C2CCCN(C(=O)c3cc(C)on3)C2)cc1C (stereo unspecified) | 24 | -2 | -8 | 3 | -3 | -5 | 6 | -6
CC1(C)C2CC[C@]3(C)C(CC=C4[C@@H]5C[C@@](C)(CO)[C@@H](O)C[C@]56C[C@@H](OC6=O)[C@]43C)[C@@]2(C)CC[C@@H]1O (stereo partly specified) | 22 | 1 | -2 | 0 | -7 | -14 | 0 | 2
Cc1ccc(-n2c(O)c(/C=N/c3ncn[nH]3)c3ccccc3c2=O)cc1 | -31 | 1 | -2 | -9 | 6 | 4 | 6 | 8
Cc1cccc(NC(=O)c2ccccc2NC(=O)CCC(=O)O)c1 | 6 | -1 | 12 | 3 | -8 | 0 | -3 | 15
COc1ccc(C2=NN(c3nc4ccccc4s3)C(=O)C2)cc1 | -42 | 11 | 10 | -11 | -24 | 16 | -2 | 2
COc1ccccc1N1CCN(C(=O)c2ccc([N+](=O)[O-])s2)CC1 | 27 | -1 | 4 | 3 | -6 | 1 | -8 | 11
c1ccc(CC2CCN(Cc3ccccn3)CC2)cc1 | 4 | 0 | 5 | 1 | -9 | -4 | 3 | -5
CCC(C)NC(=O)C1c2ccccc2C(=O)N1Cc1cc(OC)ccc1OC (stereo unspecified) | 9 | 0 | -3 | 3 | -2 | 1 | 2 | -4
COc1ccc(NC(=S)N2CCN(C(c3ccccc3)c3ccccc3)CC2)c(OC)c1 | 4 | -12 | 5 | 0 | -4 | 9 | -1 | 4
COc1ccc(CCN2CC(C(=O)NCCc3cccc(F)c3)CCC2=O)cc1 (stereo unspecified) | 13 | -14 | 2 | -1 | -4 | 4 | -5 | 2
FC(F)Sc1ccc(NC(=S)NC2CCCCC2)cc1 | 16 | 9 | 3 | 2 | -7 | 17 | 7 | -4
CN(Cc1cnn(C)c1)C(=O)c1ccc(OC2CCN(CCc3ccccc3)CC2)cc1 | 1 | 1 | -2 | 1 | -5 | -12 | 20 | -11
Cc1cccc(N2CCN(C(=O)c3cccc(N4CCCC4=O)c3)CC2)c1C | -9 | 1 | 1 | 2 | -2 | -6 | 5 | -1
CCOc1ccccc1NC(=O)C1CCCN(S(=O)(=O)c2c(C)[nH]c(=O)[nH]c2=O)C1 (stereo unspecified) | 26 | 5 | 9 | 1 | -5 | -20 | -13 | -9
CC(=O)NS(=O)(=O)c1ccc(NC(=O)c2ccccc2F)cc1 | 16 | -6 | -3 | -1 | -3 | -11 | -10 | -2
CN(C(=O)COC(=O)COc1ccccc1Cc1ccccc1)c1ccccc1 | 3 | 12 | -6 | 3 | 2 | 25 | 6 | -13
CCN1C(=O)[C@H]2[C@@H](c3ccc(-c4ccc(OC)cc4)cc3)N3CCCC[C@@]3(C(=O)OC)[C@H]2C1=O | -17 | 10 | -18 | 0 | 4 | 26 | -4 | -33
O=C(C(Cl)Cl)N1CCN(c2ccccn2)CC1 | 12 | 5 | -2 | 3 | 10 | -4 | 1 | -28
CCOc1ccccc1NS(=O)(=O)c1c[nH]c(C(=O)OC)c1 | 7 | 2 | -3 | 2 | -1 | -1 | -2 | -1
O=C(NNC(=O)c1ccccc1[N+](=O)[O-])c1ccccn1 | 12 | 0 | -4 | 1 | -14 | 1 | -8 | 1
Cc1cc(=O)oc2cc(OCC(=O)NC3CCCCC3)c(Cl)cc12 | -234 | 4 | -1 | -2 | -2 | 2 | 36 | -11
CCN(CC(=O)Nc1ccccc1C(F)(F)F)C(=O)COc1cccc2c1OC(C)(C)C2 | 13 | 4 | -10 | 1 | -5 | 8 | -6 | -19

Grouped by structure, those above containing four or more nitrogen atoms.
SMILES | SENP8 block-1 | SENP7 block | SENP8 block-2 | SENP1 inh | HKDC1 inh | Apaf-1 inh | PfGluPho inh | SENP6 inh
COc1ccc(NC(=O)CN(C)C(=O)c2ccc3c(c2)S(=O)(=O)N=C2CCCCCN23)cc1 | 5 | -3 | -1 | 0 | -3 | -2 | 8 | -12
Cc1ccc(-n2c(O)c(/C=N/c3ncn[nH]3)c3ccccc3c2=O)cc1 | -31 | 1 | -2 | -9 | 6 | 4 | 6 | 8
CN(Cc1cnn(C)c1)C(=O)c1ccc(OC2CCN(CCc3ccccc3)CC2)cc1 | 1 | 1 | -2 | 1 | -5 | -12 | 20 | -11
CCOc1ccccc1NC(=O)C1CCCN(S(=O)(=O)c2c(C)[nH]c(=O)[nH]c2=O)C1 (stereo unspecified) | 26 | 5 | 9 | 1 | -5 | -20 | -13 | -9
O=C(NNC(=O)c1ccccc1[N+](=O)[O-])c1ccccn1 | 12 | 0 | -4 | 1 | -14 | 1 | -8 | 1

Molecules above with a CF3 group:
SMILES | SENP8 block-1 | SENP7 block | SENP8 block-2 | SENP1 inh | HKDC1 inh | Apaf-1 inh | PfGluPho inh | SENP6 inh
CCOC(=O)CN1C(=O)N[C@@H](c2cccc(C(F)(F)F)c2)C(C(=O)OC)=C1C | 23 | 4 | -2 | 4 | -4 | -4 | 8 | -2
O=C(NCC1CC1)c1cccc2c1C(=O)c1ccc(-c3ccc(OC(F)(F)F)cc3)cc1S2(=O)=O | 6 | -7 | -11 | 1 | -8 | 10 | -4 | -19
CCN(CC(=O)Nc1ccccc1C(F)(F)F)C(=O)COc1cccc2c1OC(C)(C)C2 | 13 | 4 | -10 | 1 | -5 | 8 | -6 | -19

Next part.
SMILES | SENP8 block-1 | SENP7 block | SENP8 block-2 | SENP1 inh | HKDC1 inh | Apaf-1 inh | PfGluPho inh | SENP6 inh
CC1CCCN(CCCNC(=O)c2ccc3c(c2)N(Cc2ccc(F)cc2)C(=O)c2ccccc2S3=O)C1 (stereo unspecified) | 22 | 6 | -6 | 0 | -4 | 29 | 4 | -13
COc1ccc2oc(=O)c(/C(N)=N/NC(=O)c3ccncc3)cc2c1 | -23 | 4 | 7 | 37* | -3 | 2 | -13 | -8
CC1CCN(c2ncnc3ccccc23)CC1 | -11 | 0 | 4 | 2 | 0 | 5 | -4 | -6
O=C(Cc1ccsc1)Nc1cc(F)ccc1F | 7 | -2 | -2 | -1 | -6 | 2 | 10 | -19
Cc1ccc(NC(=O)C(C)OC(=O)c2ccc(NS(=O)(=O)c3ccc(F)c(F)c3)cc2)cc1 (stereo unspecified) | -4 | 1 | 3 | -4 | 22 | 6 | -14 | -4
CCC(=O)/C(=C(/O)c1ccccc1)c1nc2ccccc2[nH]1 | -24 | -4 | -3 | -1 | 3 | 6 | 15 | 11
COC(=O)CNC(=O)Cn1nc(C)c([N+](=O)[O-])c1C | 16 | -5 | 0 | 2 | 0 | -9 | -1 | -1
CS(=O)(=O)N1c2ccccc2[C@]2([C@@]34C[C@H]5C(=O)N[C@@H](Cc6ccccc6)C(=O)N5[C@@H]3N(S(C)(=O)=O)c3ccccc34)C[C@H]3C(=O)N[C@@H](Cc4ccccc4)C(=O)N3[C@H]12 | / | -5 | -2 | / | -5 | -1 | -3 | 4
COc1cccc(N2CCN(C(=O)c3ccc(CSc4nc5ccncc5[nH]4)cc3)CC2)c1 | 21 | 1 | -10 | 0 | 10 | 0 | -7 | -9
COc1cc(C(=O)NCC(=O)OCC(=O)Nc2ncc(Cl)cc2Cl)cc(OC)c1OC | 4 | 4 | -4 | 21 | -1 | -4 | 2 | -7
O=C(c1ccccc1Br)N1CCN(c2ccc([N+](=O)[O-])c(N3CCOCC3)c2)CC1 | 21 | -11 | -10 | -1 | 2 | -1 | 11 | -11
O=C(NNC1CC(=O)N(c2ccccc2)C1=O)c1ccccc1Cl (stereo unspecified) | 26 | -5 | -7 | -1 | -6 | -1 | 6 | -13
O=C(Cn1nc(-c2ccc(Cl)cc2)c2ccccc2c1=O)NN1CCOCC1 | 32 | -2 | 0 | -2 | -4 | -19 | -14 | -2
O=S(=O)(Nc1cccc(-c2cn3cccnc3n2)c1)c1ccc(-c2ccccc2)cc1 | i | -9 | -15 | 0 | 7 | 20 | -27 | -3
COc1ccc(/C=N/NC(=O)c2c(-c3ccccc3)noc2C)cc1 | 6 | -7 | -8 | 2 | -7 | 9 | -1 | -9
Cc1ccc(C(=O)c2oc3ccccc3c2NC(=O)c2cc(-c3cc(C)ccc3O)n[nH]2)cc1 | -247 | 0 | -10 | -6 | -7 | -11 | -12 | -19
CCOc1ccc2nc(N(CCN(CC)CC)C(=O)c3ccc([N+](=O)[O-])cc3)sc2c1 | 4 | -3 | -9 | 1 | 0 | -16 | -8 | -12
O=c1/c(=C/c2ccccn2)sc2n1CN(c1ccccc1)CN=2 | 14 | -3 | -1 | -1 | 0 | -4 | 0 | -22

Outcome played no part in choosing rows; 3.6% or so of the library scored in one or more.
